Assay outcomes deposited in PubChem by Sanford-Burnham Center for Chemical Genomics.
hIAP inh: human IAP inhibition. AID 2544. inhibition, % at 10 µM. P09923. purified IAP, CDP-Star luminescence, 30 min. actives 0.12% (n = 330,000);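 active = inhibition reaching a set limit with compound at 10 µM in the primary screen, cut at about 35% in these data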;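 also: plate controls were DMSO wells with enzyme for no effect and no-enzyme buffer wells for full effect; values of inactives mirror those of a sister screen read the other way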
Target sequence (P09923 whole entry, looked up): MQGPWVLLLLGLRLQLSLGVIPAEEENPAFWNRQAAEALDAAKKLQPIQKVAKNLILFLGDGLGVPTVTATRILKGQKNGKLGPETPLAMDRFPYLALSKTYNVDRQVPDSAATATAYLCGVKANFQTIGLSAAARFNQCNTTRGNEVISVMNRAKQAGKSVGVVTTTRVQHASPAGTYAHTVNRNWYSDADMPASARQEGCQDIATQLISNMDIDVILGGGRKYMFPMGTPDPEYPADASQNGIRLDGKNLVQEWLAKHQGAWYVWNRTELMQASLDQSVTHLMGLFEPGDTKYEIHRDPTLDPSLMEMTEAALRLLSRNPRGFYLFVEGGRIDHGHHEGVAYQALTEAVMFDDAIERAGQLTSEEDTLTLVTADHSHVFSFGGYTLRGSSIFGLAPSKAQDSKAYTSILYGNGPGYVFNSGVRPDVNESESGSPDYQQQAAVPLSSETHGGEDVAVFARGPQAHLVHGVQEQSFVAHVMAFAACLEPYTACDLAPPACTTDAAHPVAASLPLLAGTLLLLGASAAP
SENP1 FRET inh: blocks the human SENP1 SUMO protease catalytic domain. Q9P0U3. recombinant SENP1 catalytic domain, CyPet-SUMO1-YPet FRET cleavage. inhibition, % at 10 µM. actives 0.21% (n = 360,000);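 active = inhibition at least 30% at 10 µM, raw YFP signal under a set limit, fluorescence ratio 0.5 to 1.5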;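 also: 0% = enzyme with DMSO and 100% = no enzyme wells; some results filed as inactive read as strong as hits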
Target sequence (Q9P0U3 419-644 limits assumed): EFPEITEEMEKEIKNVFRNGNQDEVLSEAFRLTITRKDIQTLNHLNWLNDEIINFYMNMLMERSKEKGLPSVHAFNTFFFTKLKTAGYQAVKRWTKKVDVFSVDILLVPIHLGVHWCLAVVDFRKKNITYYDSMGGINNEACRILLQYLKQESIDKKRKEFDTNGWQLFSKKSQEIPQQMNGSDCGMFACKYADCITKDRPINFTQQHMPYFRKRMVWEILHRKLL
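Material: hSENP1 catalytic domain, recombinant; medium: Tris pH 8 with BME, BSA, NP40 and catalase; compound: single concentration of 10 µM compound, 0.5% DMSO final; technique: FRET read of cyan and yellow fluorescence; timing: 50 min enzyme reaction, room temperature, light-protected; reagent: SFCypet-SUMO1-SFYpet substrate at 25 nM; control set: no-enzyme low, enzyme-DMSO high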
mIAP block: mouse IAP inhibition; purified mouse IAP, CDP-Star luminescence, 30 min; inhibition, % at 10 µM; actives 0.2% (n = 330,000); AID 2806;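 active = inhibition of at least 40% at 10 µM in the primary screen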;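 also: plate controls were DMSO with enzyme for no effect and no enzyme wells for full effect; values of inactives mirror those of a sister screen read the other way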
NALP3 yeast inh: inhibitors of NALP3 inflammasome in yeast. actives 0.39% (n = 330,000). Yeast reconstituted NLRP3/ASC/caspase-1, beta-gal luminescence, 24 h. inhibition, % at 10 µM. AID 2825;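 active = inhibition of 50% or more; inactive = inhibition below 50%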;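 also: plate controls were induced DMSO wells for no effect and uninduced yeast grown without galactose for full effect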
MIN6 prolif: induces beta-cell replication in MIN6 cells; AID 2380; actives 0.29% (n = 330,000); MIN6 cells proliferation, ATPlite luminescence, 48 h; cells starved in 0.2% serum; 100% = growth in 10% serum; proliferation, % at 10 µM;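 active = compounds whose signal lies at least 3.5 SD above the mean of all wells on their plate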;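 also: 0% = DMSO-treated cells in low-serum medium and 100% = 10% serum control; some compounds called inactive have numbers as strong as hits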
APOBEC3A inh: inhibitors of human APOBEC3A DNA deaminase; P31941; actives 0.41% (n = 330,000); inhibition, % at 20 µM; recombinant A3A, FAM/TAMRA ssDNA deamination fluorescence;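 active = at least 40% inhibition at 20 µM here, with at most 30% in a related deaminase screen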;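 also: plate controls were A3A with DMSO for no effect and wells lacking A3A enzyme for full effect; some results filed as inactive read as strong as hits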
Target sequence (P31941 whole entry, looked up): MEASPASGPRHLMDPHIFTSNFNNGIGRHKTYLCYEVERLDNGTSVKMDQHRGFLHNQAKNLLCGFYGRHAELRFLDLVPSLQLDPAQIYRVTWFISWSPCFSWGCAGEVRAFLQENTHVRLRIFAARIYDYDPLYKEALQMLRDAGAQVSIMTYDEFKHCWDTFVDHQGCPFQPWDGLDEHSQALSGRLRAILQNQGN
APOBEC3G inh: inhibitors of human APOBEC3G DNA deaminase | recombinant A3G, ssDNA deamination FAM/TAMRA fluorescence | inhibition, % at 20 µM | actives 0.28% (n = 330,000);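 active = inhibition of at least 40% at 20 µM, with no more than 30% in the related APOBEC3A deaminase screen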;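 also: plate controls were DMSO wells with A3G for no effect and wells lacking A3G enzyme for full effect; some compounds called inactive have numbers as strong as hits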
mIAP act: mouse IAP activation | activation factor at 10 µM | actives 0.24% (n = 330,000) | muIAP, CDP-Star luminescence, 30 min; stronger effect = higher value; 1 = vehicle-only enzyme signal, 0 = enzyme-free wells | AID 2805;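 active = activation factor of at least 2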; also: the source names both 10 and 20 µM as test concentration; values of inactives mirror those of a sister screen read the other way
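Assay system: mouse IAP enzyme; reagent: chemiluminescent substrate CDP-Star; dosing: test compounds delivered from DMSO solution; schedule: 30 min at room temperature; measured by: luminescence from enzymatic CDP-Star hydrolysis; controls: DMSO-only wells and no-enzyme negative control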
hIAP act: human IAP activation; activation factor at 10 µM; actives 0.16% (n = 330,000); purified human IAP, CDP-Star luminescence, 30 min; stronger effect = higher value; 1 = vehicle-only enzyme, 0 = enzyme-free background; P09923;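 active = activation factor of the enzyme at least 2-fold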; also: the source names both 10 and 20 µM as test concentration; values of inactives mirror those of a sister screen read the other way
Starred values were filed as active, the others as inactive.

SMILES	hIAP inh	SENP1 FRET inh	mIAP block	NALP3 yeast inh	MIN6 prolif	APOBEC3A inh	APOBEC3G inh	mIAP act	hIAP act
COc1ccc(OCc2nnc(SCC(=O)Nc3nnc(C4CC4)s3)n2C)cc1	10	0	8	-7	-1	-4	-7	0.92	0.9
Cc1cc(C(=O)CSc2ccc(Cl)cc2)cc(C)c1OC(=S)N(C)C	13	-2	-5	18	-5	2	7	1.1	0.87
O=C(Nc1cccc(NC(=O)c2ccccc2Cl)c1)c1ccc([N+](=O)[O-])o1	0	3	-2	12	-4	7	7	1	1
Cc1cc(C)n2nc(SCn3nnc4ccccc4c3=O)nc2n1	-76	0	-1	2	-3	4	4	1	1.8
CCCCN(C)Cc1cc(=O)oc2cc3c(cc12)CCCC3	1	-4	11	9	-1	-4	-6	0.89	0.99
COC(=O)C1=C(C(=O)OC)[C@@H]2N(C)c3ccc(OC)cc3[C@@]23C[C@@H](C(=O)OC)N(C(=O)c2cccs2)C3=N1	7	2	-5	8	-1	-5	-14	1.1	0.93
CCn1c(-c2ccccc2)c(C(=O)CC#N)c2ccccc21	14	-10	2	4	-1	-1	-6	0.98	0.86
OCCOc1ccc(CN2CCCC(N3CCN(c4ccc(F)cc4)CC3)C2)cc1 (configuration not stated)	-8	0	-1	13	-2	-3	-4	1	1.1
S=C1NCN(Cc2ccco2)CN1Cc1ccco1	-8	2	-4	-4	-1	-4	-6	1	1.1
O=C(Nc1ccc2c(c1)OCO2)C1CCCN(c2nc3ccccc3s2)C1 (configuration not stated)	-4	-3	-39	6	-2	1	-3	1.4	1
O=C(NCC(=O)N(c1ccc(F)cc1)C(C(=O)NC1CCCCC1)c1ccncc1)c1ccco1 (configuration not stated)	0	2	-4	7	-2	-1	-4	1	1
O=C(CN1CCCC1)N/N=C/c1c(O)ccc2ccccc12	-66	-5	5	19	-5	0	-3	0.95	1.7
O=C(CCN1C(=O)COc2ccccc21)NCc1ccco1	17	1	1	-1	-3	64*	-1	0.99	0.83
CCOC(=O)c1ccccc1-c1cn2cc(Cl)ccc2n1	8	-4	14	20	0	7	-5	0.86	0.92
CC(C)NC(=O)N(C)C[C@@H]1Oc2ccc(NC(=O)Nc3ccc(C(F)(F)F)cc3)cc2CC(=O)N([C@H](C)CO)C[C@@H]1C	8	-3	-68	-4	2	-2	0	1.7	0.92
CCCN1CCC(NC(=O)CC2C(=O)NCCN2Cc2cccc(OC)c2)CC1 (configuration not stated)	4	-3	2	9	2	2	-2	0.98	0.96
COc1cc(Nc2c3ccccc3nc3ccccc23)cc(OC)c1OC	12	-35	5	-12	-5	-5	-9	0.95	0.88
O=C(CN1CCN(Cc2ccccc2)CC1)N=Nc1c(O)[nH]c2ccccc12	-24	1	17	7	-2	-3	-10	0.83	1.2
COc1ccc(C)cc1NC(=O)CSCc1ccccc1C	19	2	10	18	0	2	0	0.9	0.81
COc1ccc(/C=C\C(=O)c2c(O)ccc3c(C)cc(=O)oc23)cc1OC	-1	-5	-6	37	-3	-1	-2	1.1	1
O=C(COC(=O)c1n[nH]c2ccccc12)c1ccc(F)c(F)c1	0	2	11	16	4	-4	-8	0.89	0.99
C[C@@H](C(=O)NCc1ccccn1)[C@H]1C[C@]1(C)[C@H](NC(=O)OCc1ccccc1)c1ccccc1	2	1	1	0	-1	0	-3	0.99	0.98
CC(=O)C[C@H]1c2cc(C(F)(F)F)ccc2S(=O)(=O)N1Cc1ccccc1	-6	-10	-5	25	-2	2	-1	1.1	1.1
CCOC(=O)c1oc2cccc(O)c2c1CN1CCOCC1	8	0	4	5	2	-5	-8	0.96	0.92
Cn1c(=O)n(C/C=C/c2ccccc2)c(=O)c2c1nc1n2CCCN1c1ccc(F)cc1	-11	1	4	3	-5	-4	-5	0.96	1.1

Whole records as entered above.
COc1cc(Nc2c3ccccc3nc3ccccc23)cc(OC)c1OC is listed with hIAP inh = 12; SENP1 FRET inh = -35; mIAP block = 5; NALP3 yeast inh = -12; MIN6 prolif = -5; APOBEC3A inh = -5; APOBEC3G inh = -9; mIAP act = 0.95; hIAP act = 0.88
O=C(Nc1cccc(NC(=O)c2ccccc2Cl)c1)c1ccc([N+](=O)[O-])o1 is listed with hIAP inh = 0; SENP1 FRET inh = 3; mIAP block = -2; NALP3 yeast inh = 12; MIN6 prolif = -4; APOBEC3A inh = 7; APOBEC3G inh = 7; mIAP act = 1; hIAP act = 1
CC(C)NC(=O)N(C)C[C@@H]1Oc2ccc(NC(=O)Nc3ccc(C(F)(F)F)cc3)cc2CC(=O)N([C@H](C)CO)C[C@@H]1C is listed with hIAP inh = 8; SENP1 FRET inh = -3; mIAP block = -68; NALP3 yeast inh = -4; MIN6 prolif = 2; APOBEC3A inh = -2; APOBEC3G inh = 0; mIAP act = 1.7; hIAP act = 0.92

Look-ups from above:
NALP3 yeast inh with O=C(CN1CCN(Cc2ccccc2)CC1)N=Nc1c(O)[nH]c2ccccc12 is entered as 7
APOBEC3A inh with O=C(CCN1C(=O)COc2ccccc21)NCc1ccco1 is entered as 64*
mIAP block with CCn1c(-c2ccccc2)c(C(=O)CC#N)c2ccccc21 is entered as 2
hIAP inh with COc1ccc(OCc2nnc(SCC(=O)Nc3nnc(C4CC4)s3)n2C)cc1 is entered as 10
NALP3 yeast inh with COc1cc(Nc2c3ccccc3nc3ccccc23)cc(OC)c1OC is entered as -12

(next part)
SMILES	hIAP inh	SENP1 FRET inh	mIAP block	NALP3 yeast inh	MIN6 prolif	APOBEC3A inh	APOBEC3G inh	mIAP act	hIAP act
CCC(C)[C@H](NS(=O)(=O)c1ccc(C)cc1)C(=O)N1CCC(C(=O)N2CCC(C(=O)OC)CC2)CC1 (some centres not stated)	-17	2	-2	-14	-4	5	24	1	1.2
CC(C)[C@@H](N)C(=O)NCC1CCC(C(=O)N[C@@H](Cc2ccccc2)C(=O)O)CC1 (some centres not stated)	7	0	4	-3	-5	-1	-6	0.96	0.93
Cc1ccc(OCCNC(=O)CNC(=O)c2ccc(C)c(C)c2)cc1	-8	3	-10	16	1	1	-11	1.1	1.1
Cc1nnc(NC2(C(F)(F)F)C(=O)Nc3c2c(=O)n(C)c(=O)n3C)s1 (configuration not stated)	-3	3	4	21	-3	-2	-3	0.96	1
COc1ccc2nc(NC(=O)c3ccc([N+](=O)[O-])o3)sc2c1	-48	-9	8	12	-5	4	-3	0.92	1.5
Cc1cc(C)c(NC(=O)COc2cccnc2[N+](=O)[O-])c(C)c1	4	1	-2	4	0	5	-6	1	0.96
CCCCN(CC)CCNC(=O)c1nn(-c2ccc(OC)cc2)c(=O)c2c1c1ccccc1n2C	14	0	9	12	-6	-2	-3	0.91	0.86
COc1ccc(C2C(C#N)=C(C)NC3=C2S(=O)(=O)c2ccccc23)cc1 (configuration not stated)	5	-11	6	5	-2	0	-5	0.94	0.95
Cn1c(=O)c(C(=O)NCCCc2ccccc2)c(O)c2ccccc21	0	4	3	12	-4	-1	-2	0.97	1
COCCN1C=C(C(=O)OC)C(c2ccc(Cl)cc2)C(C(=O)OC)=C1	-14	-108	-17	11	2	2	0	1.2	1.1
Cc1ccccc1NC(=O)Cc1nc(COC(=O)c2cc(Br)ccc2O)cs1	0	-1	1	1	1	-4	-9	0.99	1
COc1ccc(OC)c(NC(=O)c2oc3ccccc3c2NC(=O)C2CC2)c1	-18	-15	6	5	-5	-2	-7	0.94	1.2
COc1ccc(C(=O)Nc2ccnn2C2CCN(Cc3cnn(C)c3)CC2)cc1	-32	2	-10	22	-2	-5	-10	1.1	1.3
COc1ccc(Oc2nc(-c3ccccn3)ncc2OC)cc1	-12	0	11	22	-2	2	-3	0.89	1.1
COC(=O)c1sc(NC(=O)COc2ccc(C)cc2)nc1C	0	1	-3	14	-5	2	3	1	1
O=S(=O)(c1ccccc1Cl)N1CCCC1c1nc(-c2ccc(Cl)cc2)no1 (configuration not stated)	-2	0	8	26	-4	-2	0	0.92	1
NS(=O)(=O)c1ccccc1NC(=S)Nc1ccccc1S(N)(=O)=O	-6	-4	3	-14	-1	4	-5	0.97	1.1
O=C(CC1CCCC1)Nc1cccc(Br)c1	11	-2	-14	29	0	-4	-12	1.1	0.89
CCOC(=O)c1c(NC(=O)CC)sc(C(=O)NC2CCCC2)c1C	0	-2	0	20	8.1*	-3	-7	1	1
Cc1c(C2(O)CCCCC2)[nH]c2ncccc12	-10	3	2	11	-4	-4	-6	0.98	1.1
O=S(=O)(c1cccs1)N1CN(Cc2ccc(Cl)cc2)c2nc3ccccc3nc21	-1	-2	2	21	-3	-1	4	0.98	1
COc1ccc2cc(C(=O)NCC(=O)O)sc(=O)c2c1OC	12	-3	0	-23	-2	-1	-2	1	0.88
CN(N)c1nc(-c2ccccc2)nnc1C(F)(F)F	2	2	-6	24	0	-1	-7	1.1	0.98
O=[N+]([O-])c1ccc(CS(=O)(=O)N2CCN(c3ccccc3)CC2)cc1	-7	1	-11	12	-1	-2	-4	1.1	1.1
O=C(c1ccco1)N1CCN(Cc2cccc3ccccc23)CC1	14	-2	-1	18	0	-1	-7	1	0.86
SMILES	hIAP inh	SENP1 FRET inh	mIAP block	NALP3 yeast inh	MIN6 prolif	APOBEC3A inh	APOBEC3G inh	mIAP act	hIAP act
COc1ccc(/C(=N\O)c2nccc3cc(OC)c(OC)cc23)cc1OC	1	2	-4	1	-1	-1	-1	1	0.99
Cc1csc(NC(=O)c2ccc(Cn3nc(C)c(Br)c3C)o2)n1	10	-2	-3	6	0	-1	-8	1	0.9
COc1ccccc1CNC(=O)C1CCN(C(=O)c2sccc2-n2cccc2)CC1	-12	-2	-2	15	0	-3	-5	1	1.1
O=S(=O)(NCCOCC(F)(F)C(F)F)c1ccc2oc3ccccc3c2c1	-2	2	-3	14	-3	1	1	1	1
Cn1c(CN2CCCC2)nc2cc(NC(=O)c3ccco3)ccc21	-26	-41	-9	-3	-4	6	0	1.1	1.3
CCOc1ccc(OCCC(=O)N(CC)CC(=O)Nc2c(F)cccc2F)cc1	-10	0	-4	1	-3	-4	-6	1	1.1

Part of the list above, reformatted:
smiles,hIAP inh,SENP1 FRET inh,mIAP block,NALP3 yeast inh,MIN6 prolif,APOBEC3A inh,APOBEC3G inh,mIAP act,hIAP act
CCOC(=O)c1oc2cccc(O)c2c1CN1CCOCC1,8,0,4,5,2,-5,-8,0.96,0.92
Cn1c(=O)n(C/C=C/c2ccccc2)c(=O)c2c1nc1n2CCCN1c1ccc(F)cc1,-11,1,4,3,-5,-4,-5,0.96,1.1
CCC(C)[C@H](NS(=O)(=O)c1ccc(C)cc1)C(=O)N1CCC(C(=O)N2CCC(C(=O)OC)CC2)CC1 (some centres not stated),-17,2,-2,-14,-4,5,24,1,1.2

A portion of the library; the hit share may differ from the screen's.
